ERK EGF block: blocks ERK signaling stimulated by EGF; AID 1454; hit rate 0.41% among 130,000; Potency, µM (series often up to 11.5 µM), for the others: at the top dose activity change, negative = inhibition, hits mostly inhibitors; HEK293-V1b, EGF-stimulated phospho-ERK AlphaScreen; active = well fitted inhibition curve with a large enough effect; inconclusive = small, poorly fitted or top-dose-only effect, or effect the other way;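 also: plate controls were stimulated vehicle wells for no effect and unstimulated vehicle basal for full effect; nearly all actives have a fitted effect of over 55% in size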
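Readout: AlphaScreen signal for phosphorylated ERK in lysed HEK293 cells stably expressing V1b. Stimulus 25 nM EGF, 5 min, following 30 min compound exposure. Data scaled to DMSO basal and full EGF activation.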
The depositor's hits bear a star; ? = inconclusive; & = joins results of further samples; [ ] = another dose, or the depositor's remark. Potency is read from the fitted curve at half-maximal effect.

SMILES	ERK EGF block
Cc1nc(Cl)c(C(=O)NC(=O)Nc2cccc(C(F)(F)F)c2)c(C)c1[N+](=O)[O-]	-2%
O=C(O)c1cc2nccc(-c3ccc(F)cc3)n2n1	-2%
COc1ccc(Cc2nc(-c3ccccn3)no2)cc1OC	1%
O=C(NC1CCCC1)c1cc(COc2ccc3ncccc3c2)on1	-10%[57.5 µM]
CC12CC(c3ccccc3O1)C(C(=O)N1CCOCC1)C(=O)N2 (stereo unspecified)	-2%[57.5 µM]
Cc1cc(C)c(C)c(S(=O)(=O)N[C@@H](C)C(=O)OCC(N)=O)c1C	-7%
CN(C)c1ccc(CNC(=O)C2(C)C=CCN2C(=O)c2ccccc2)cc1 (stereo unspecified)	2%
Cc1nc2sc(C(=O)OCC(=O)N3c4ccccc4CC3C)c(C)c2c(=O)[nH]1 (stereo unspecified)	8%
COc1ccc(C(=O)NCCCn2ccnc2)cc1[N+](=O)[O-]	3%[57.5 µM]
CC(=O)Nc1ccc(NC(=O)CCCSc2nc3ccccc3s2)cc1	0%
O=C(c1ccccc1)N1CCC(=O)N1c1ccccc1	9%
COc1ccc(NC(=O)CS(=O)CC(=O)NCC2OCCc3ccccc32)cc1 (stereo unspecified)	-3%
Cc1nn(-c2ccccc2)c(C)c1/C=N/NC(=O)c1ccccc1NS(=O)(=O)c1cccs1	-11%
CCOC(=O)C1=C(O)/C(=C/c2ccc(OCC(=O)O)c(OCC)c2)SC1=Nc1ccccc1	4%
O=C(CCN1C(=O)c2ccccc2C1=O)NCCCn1ccnc1	-1%
Cc1cc(C)cc(NC(=O)CC23CC4CC(C2)CC(n2nnc(C)n2)(C4)C3)c1	5%
CCCNC(=O)COC(=O)c1ccccc1OCC(=O)Nc1ccc(Br)cc1	-1%
FC(F)(F)c1cnc(N2CCCN(C(=S)Nc3ccccc3)CC2)c(Cl)c1	-10%[57.5 µM]
Cn1c2c(c(=O)c3ccccc31)CCC(C)(C)O2	8%
CC(=O)Nc1ccc(N/C(N)=N/c2nc(C)cc(C)n2)cc1	-4%
Cc1ccc2nc(NC(=O)CC3Oc4ccccc4NC3=O)sc2c1 (stereo unspecified)	2%[57.5 µM]
COc1ccc(CCNC(=O)CSc2ccc(-c3ccccc3)nn2)cc1	-1%
CC(=O)NNC(=S)NC(=O)c1ccc(C)cc1	1%
O=C(c1ccc([N+](=O)[O-])cc1)N(Cc1ccccc1)c1ccccn1	-2%
S=C(Nc1ccc(Cl)cc1Cl)N1CCOCC1	-3%
c1ccc(N2OCC3Cn4c(nc5ccccc54)C32)cc1 (stereo unspecified)	1%[57.5 µM]
COCc1ccc(CN2CCCC(CCC(=O)NCc3cccc(OC)c3)C2)o1 (stereo unspecified)	-1%
CCOC(=O)c1sc2nc(C)nc(N3CCCCC3C)c2c1C (stereo unspecified)	-2%
Cn1cc(CN2CCc3c([nH]c4ccccc34)C2C2CCCCC2)cn1 (stereo unspecified)	8%
CN(C)CCc1c[nH]c2ccc(CC3COC(=O)N3)cc12 (stereo unspecified)	1%

Overlap with the part before: six entries, then new ones.
SMILES	ERK EGF block
S=C(Nc1ccc(Cl)cc1Cl)N1CCOCC1	-3%
c1ccc(N2OCC3Cn4c(nc5ccccc54)C32)cc1 (stereo unspecified)	1%[57.5 µM]
COCc1ccc(CN2CCCC(CCC(=O)NCc3cccc(OC)c3)C2)o1 (stereo unspecified)	-1%
CCOC(=O)c1sc2nc(C)nc(N3CCCCC3C)c2c1C (stereo unspecified)	-2%
Cn1cc(CN2CCc3c([nH]c4ccccc34)C2C2CCCCC2)cn1 (stereo unspecified)	8%
CN(C)CCc1c[nH]c2ccc(CC3COC(=O)N3)cc12 (stereo unspecified)	1%
Cc1ccc(C(=O)N(Cc2ccccc2)C(C)(C)C)cc1C	3%
CC(=O)C1=C(O)C(=O)N(CCO)C1c1ccccc1 (stereo unspecified)	-1%
COC(=O)c1ccc(C(=O)OC)c(NC(=O)C(C)C)c1	-4%[57.5 µM]
Cc1onc(-c2ccccc2)c1C(=O)/C=C/N(C)C	4%[57.5 µM]
COc1cccc(-c2nc(NCc3ccco3)c3ccccc3n2)c1O	?
CSCCC1COC(c2cccs2)=N1 (stereo unspecified)	6%
COc1cc2c(cc1OC)N1C(=O)CC(OCC(=O)O)C3C4CC5(CCN5C(=O)C4=O)C2C31 (stereo unspecified)	4%
COC(=O)[C@@H](NC(=O)O[C@@H]1C(=O)c2ccc(OC)cc2O[C@H]1c1cccc(C(F)(F)F)c1)C(C)C	-3%&-2%
O=C(/C=C/c1ccc2ccccc2n1)N1CCN(c2ccccc2)CC1	?
CC(C)(C)c1ccc(-c2cnco2)cc1	-15%[57.5 µM]

Arranged by heavy-atom count (ascending): five of the compounds above.
SMILES	ERK EGF block
CC(=O)C1=C(O)C(=O)N(CCO)C1c1ccccc1 (stereo unspecified)	-1%
COC(=O)c1ccc(C(=O)OC)c(NC(=O)C(C)C)c1	-4%[57.5 µM]
O=C(/C=C/c1ccc2ccccc2n1)N1CCN(c2ccccc2)CC1	?
COc1cc2c(cc1OC)N1C(=O)CC(OCC(=O)O)C3C4CC5(CCN5C(=O)C4=O)C2C31 (stereo unspecified)	4%
COC(=O)[C@@H](NC(=O)O[C@@H]1C(=O)c2ccc(OC)cc2O[C@H]1c1cccc(C(F)(F)F)c1)C(C)C	-3%&-2%

Next section.
SMILES	ERK EGF block
COc1cccc(CN2C(=O)c3cccc(N)c3C2=O)c1	?
CCOCCCNC(=S)NCCNc1nc2ccc(C)cc2cc1C#N	14%
COC(=O)N1CCC2(CCCN(C(=O)Nc3ccc(OC)cc3)C2)CC1	7%
Cc1csc(NC(=O)C2CC(=O)N(Cc3ccco3)C2)n1 (stereo unspecified)	4%
O=C1CN(C(=O)c2cc3ccccc3oc2=O)C(c2ccc(F)cc2)c2cc(Br)ccc2N1 (stereo unspecified)	5%
CC(C)c1ccccc1NC(=O)Cn1c(/C=C/c2ccccc2)nc2ccccc21	-6%[57.5 µM]
Oc1c(C(c2ccc(Cl)cc2)N2CCCC2)cc(Cl)c2cccnc12 (stereo unspecified)	2%
CC(=O)OC(C(=O)NC1CCCCC1)c1ccccc1F (stereo unspecified)	0%
CCOC(=O)c1cnn(-c2ccccc2)c1-n1cccc1C(=O)C(=O)N(CC)CC	-7%
CC(C)CN1CCN(Cc2cnc(N3CCOCC3)s2)CC1CCO (stereo unspecified)	0%
COc1cc(NC(=S)Nc2ccc3c(c2)OCCO3)cc(OC)c1OC	7%[57.5 µM]
COCCNCCOc1ccc(C)cc1[N+](=O)[O-]	1%[57.5 µM]
CCOC(=O)C1(CCOc2ccccc2)CCN(Cc2ccc(C)o2)CC1	33%
CCOc1ccc(-n2c(=O)c3c4c(sc3n(CC(=O)NCCCOC)c2=O)CCCCC4)cc1	-14%
C=CCS(=O)(=O)N1CCC(CCOc2ccccc2)(C(=O)OCC)CC1	-1%
O=c1c2c3c(sc2ncn1-n1cccc1)CCCCC3	7%
CN1CCN(CCCNC(=O)c2ccc(/C=C3\Sc4ccccc4N(Cc4ccccc4F)C3=O)cc2)CC1	?
O=C1C=C(O)C(n2cncn2)C(c2cc(F)ccc2F)C1 (stereo unspecified)	2%
O=[N+]([O-])c1ccccc1CSc1ccccn1	13%[57.5 µM]
Cc1ccc(N2C(=O)CCC2(C#N)c2ccccc2)cc1 (stereo unspecified)	-6%[57.5 µM]

Grouped by structure, those above with two or more sulfur atoms (3)
SMILES	ERK EGF block
CC(=O)Nc1ccc(NC(=O)CCCSc2nc3ccccc3s2)cc1	0%
Cc1nn(-c2ccccc2)c(C)c1/C=N/NC(=O)c1ccccc1NS(=O)(=O)c1cccs1	-11%
CSCCC1COC(c2cccs2)=N1 (stereo unspecified)	6%

Further structures:
SMILES	ERK EGF block
CCCCNC(=S)N/N=C/c1ccc(C#N)cc1	-8%
O=C(CSc1nnc(C2CC2)n1-c1ccccc1)NCCN1C(=O)CSC1=O	-3%
CCc1ccc(NC(=O)CCc2nc3ccccc3[nH]2)cc1	13%
Cn1ncc([N+](=O)[O-])c1C(=O)N/N=C/c1c[nH]c2ccccc12	2%
Cc1ccc(S(=O)(=O)N2CCN(C(=O)c3ccccc3)CC2)c(C)c1NS(C)(=O)=O	-1%
O=C(NCCCl)c1ccc(OCc2ccccc2)cc1Cl	-10%
CCOC(=O)N/N=C1\CC(C)S(=O)(=O)c2ccc(Cl)cc21 (stereo unspecified)	1%[57.5 µM]
NC(=S)N/N=C/c1cccc(/C=N/NC(N)=S)c1	4%[57.5 µM]
O=C(O)c1cccc(N/C(=N\S(=O)(=O)c2ccccc2)c2ccccc2)c1	3%
S=C1NCN(Cc2ccco2)CN1c1cccc2ccccc12	11%[57.5 µM]
COCCNC(=O)C1CC2Cn3c(nc4cc(C)c(C)cc43)C2N1C (stereo unspecified)	-11%[57.5 µM]
Cc1ccc(N(CC(=O)NCCSc2ccccn2)S(=O)(=O)c2ccc(F)cc2)cc1	3%
COc1cccc(CN2C(=O)N(C(C)C)C(N(O)C(=O)NC(C)C)C2(C)C)c1OC (stereo unspecified)	-5%[57.5 µM]
CCCc1cc(=O)[nH]c(SCc2cccnc2)n1	9%
CN(C(=O)C1CCC1C(=O)O)c1nc(-c2ccc(Cl)s2)cs1 (stereo unspecified)	0%[57.5 µM]
O=C(/C=C/c1cccc(OCc2ccccc2)c1)c1cccnc1	15%
CC1N=C2c3ccccc3N=C(SCc3cc(=O)n4cc(Cl)ccc4n3)N2C1=O (stereo unspecified)	-8%
CCN(CC)CCN(Cc1cc2cc(C)cc(C)c2[nH]c1=O)C(=S)NCc1ccco1	7%
C=C1/C(=C\C=C2/CCC[C@]3(C)[C@@H]([C@H](C)CCCC(C)(C)O)CC[C@@H]23)C[C@@H](O)C[C@@H]1O	?
Cc1c(NC(=O)c2cccs2)c(=O)n(-c2ccccc2)n1C	-4%
CCCC(=O)c1c(NCCO)cc(C)oc1=O	-7%
C/C(=N\N=C1\NC(=O)C(CC(=O)O)S1)c1ccccn1 (stereo unspecified)	-8%[57.5 µM]
CCOCCCNCc1cccc(OCc2ccc(F)cc2)c1	-1%
Cc1nnc(SCC(=O)N(C)c2ccccc2)n1Cc1ccccc1	-6%
CC(C)CCNC(=O)C(=O)NC1CCCC1	4%
O=C(CSc1nc2ccccc2n1Cc1ccc(Cl)cc1)N/N=C/c1ccc(C(=O)O)cc1	-4%
O=C(NC(=S)NCC1CCCO1)c1ccccc1Br (stereo unspecified)	2%
CC(C)(C)c1ccccc1NC(=S)NC1CCCCC1	5%
Cc1ccc(OCc2ccc(C(=O)NCC3CCCO3)cc2)cc1 (stereo unspecified)	-8%
CCc1ccc(N2C(=O)C3C(C2=O)N2CCCN2C3c2ccccc2)cc1 (stereo unspecified)	-5%[57.5 µM]
CCOC(=O)/C(=N\Nc1cc(Cl)ccc1Cl)N1CC(C)OC(C)C1 (stereo unspecified)	-7%[57.5 µM]
COC(=O)c1cc(=O)n(-c2ccc(C(F)(F)F)cc2)[nH]1	9%[57.5 µM]
C=CCN1c2ccccc2[C@]23C[C@@H](C(=O)OC)N(C(=O)c4cc(C)oc4C)C2=NC(C(=O)OC)=C(C(=O)OC)[C@H]13	-19%[57.5 µM]
CC(C)C1N(C(N)=S)N=CC1(C)C (stereo unspecified)	-3%[57.5 µM]
Cc1cn(S(=O)(=O)c2ccc(Cl)cc2)c(C)n1	7%
O=C(Nc1ccc(C(=O)O)cc1)/C(=C\c1ccc2c(c1)OCO2)NC(=O)c1ccc(Br)o1	-15%
Cc1[nH]c2ccccc2c1CCN(Cc1cccnc1)C(=S)Nc1cccc(F)c1	2%
CCc1nnc(NS(=O)(=O)c2ccc(NC(=O)c3ccc(Cl)cc3)cc2)s1	2%
OC(COc1ccc2c(c1)OCO2)CN1CCN(c2ccc(F)cc2)CC1 (stereo unspecified)	-1%
COc1ccc(NS(=O)(=O)/C=C/c2ccc(OC)c(OC)c2)cc1	2%
CC12CCC(C(=O)N(NC(=O)c3ccccc3O)C1=O)C2(C)C (stereo unspecified)	-3%
NS(=O)(=O)c1ccc(CCNC(=O)c2ccc([N+](=O)[O-])cc2[N+](=O)[O-])cc1	-10%
CCCn1nc(C(=O)Nc2ccc(S(=O)(=O)Nc3ncccn3)cc2)c2ccccc2c1=O	-16%[57.5 µM]
CC1CC(C)CN(C(=O)CCNS(=O)(=O)c2ccc3c(c2)CCC(=O)N3)C1 (stereo unspecified)	-2%
COc1ccc(CCN(Cc2cc3cccc(C)c3n3nnnc23)C(=O)c2ccncc2)cc1OC	-5%
Cc1cc(-c2nc3ncccc3o2)ccc1N	19%
On1nnc2ccc(C(F)(F)F)cc21	3%
CCOc1ccc(NC(=O)N2CCC(c3nc4ccccc4o3)CC2)cc1	-1%
Cc1cccc(NC(=O)C2CCCN2C(=O)OCC(C)C)c1C (stereo unspecified)	-3%
Cc1cc(C)cc(C(=O)Nc2ccc(N3CCN(S(C)(=O)=O)CC3)cc2)c1	-2%

Next part:
SMILES	ERK EGF block
COc1ccccc1CNC(=O)C(NC(=O)c1ccc(C)cc1)C(C)C (stereo unspecified)	-3%
COc1ccccc1-c1nccc(NCc2cnc(C)cn2)n1	15%
CCN(c1ccc(NC(=O)COC(=O)CCc2cc(OC)c(OC)c(OC)c2)cc1)C(C)C	-6%
Cc1cc(C)cc(NC(=O)NCc2c(-c3ccccc3)noc2C)c1	6%[57.5 µM]
C=CCc1c(C)c(C#N)c2nc3ccccc3n2c1N1CCCCC1	-3%[57.5 µM]
COc1ccc(NC(=S)N2CCCN(Cc3cc(C)ccc3C)C2)cc1	4%
O=[N+]([O-])c1ccc(NCCCNS(=O)(=O)c2ccccc2)cc1	-5%

From PubChem

The list is partial, so the mix of outcomes need not match the whole.
